PME-1 inh – blocks human protein phosphatase methylesterase 1; Q9Y570; recombinant PME-1, FP-Rh probe fluorescence polarization; inhibition, % at 5.9 µM; actives 0.53% (n = 320,000); AID 2130;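 active = inhibition above the campaign mean of all compounds plus 3 SD, cut at about 26% in these data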;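 also: competitive labeling of PME-1 active site by serine hydrolase directed probe; 0% = PME-1 with DMSO and 100% = wells lacking PME-1 enzyme; inhibitors block probe labeling so polarization falls and inhibition rises; many of its hits are not listed in these tables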
Fam108B counter – blocks mouse Fam108B hydrolase in RBBP9 counter-screen. inhibition, % at 9.51 µM. recombinant Fam108B, FP-Rh probe fluorescence polarization. actives 0.33% (n = 300,000);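 active = inhibition above the screen mean inhibition plus 3 SD, computed separately per campaign, cut at about 18% in these data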;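 also: inhibitors lower polarization as less probe binds the enzyme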
MCL1 BIM primary – inhibitors of human MCL1 binding to BIM-BH3 peptide. Q07820. GST-MCL1 / FITC-Bim-BH3 fluorescence polarization. inhibition, % at 10.9 µM. actives 0.68% (n = 320,000);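 active = inhibition above the mean inhibition of all tested compounds plus 3 SD, set per campaign, cut at about 40% in these data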;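 also: 0% = DMSO wells and 100% = unlabeled Bim-BH3 peptide control; higher means more loss of mP so more displacement of Bim peptide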
Target sequence (Q07820 whole entry, looked up): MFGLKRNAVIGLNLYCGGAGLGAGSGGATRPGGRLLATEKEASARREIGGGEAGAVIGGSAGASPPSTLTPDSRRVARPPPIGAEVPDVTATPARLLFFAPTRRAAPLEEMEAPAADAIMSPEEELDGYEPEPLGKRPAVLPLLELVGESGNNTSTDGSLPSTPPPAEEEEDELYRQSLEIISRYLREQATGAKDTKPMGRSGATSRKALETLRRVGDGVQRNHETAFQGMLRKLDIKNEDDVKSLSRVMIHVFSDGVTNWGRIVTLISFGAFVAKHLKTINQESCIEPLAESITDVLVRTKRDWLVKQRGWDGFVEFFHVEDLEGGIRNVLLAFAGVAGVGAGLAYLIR
BCLXL inh – Bcl-xL (human) inhibition; AID 2129; Q07817; actives 0.7% (n = 320,000); inhibition, % at 10.9 µM; GST-Bcl-xL / FITC-Bim BH3 peptide fluorescence polarization;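 active = inhibition above the mean of all tested compounds plus 3 SD, cutoff set per campaign, cut at about 30% in these data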;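 also: 0% = DMSO wells and 100% = unlabeled Bim-BH3 peptide competitor; inhibitors lower millipolarization by displacing the labeled peptide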
Target sequence (Q07817 whole entry, looked up): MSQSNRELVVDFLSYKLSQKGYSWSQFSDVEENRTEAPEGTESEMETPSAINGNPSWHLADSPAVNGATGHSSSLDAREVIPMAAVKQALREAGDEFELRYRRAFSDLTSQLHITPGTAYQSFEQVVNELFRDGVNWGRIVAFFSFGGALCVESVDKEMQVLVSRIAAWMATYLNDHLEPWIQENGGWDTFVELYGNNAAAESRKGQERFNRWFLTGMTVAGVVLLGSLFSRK
GRK2 inh – human GRK2 inhibition via aptamer displacement | actives 0.59% (n = 330,000) | AID 488847 | P25098 | inhibition of aptamer binding, % at 10 µM | bead flow cytometry, FAM-aptamer displacement from GRK2;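 active = inhibition of aptamer binding above 40%, roughly 3 SD of noise, on plates passing a quality check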;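 also: median bead fluorescence of bound FAM aptamer so fluorescent compounds give negative values; no value below 0 was filed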
MEX-5 binding – C. elegans MEX-5 TCR-2 RNA binding activity. Q9XUB2. activity score (negative = inhibition of binding), % at 10 µM. actives 0.38% (n = 300,000). MEX-5/FITC-TCR2 RNA binding, fluorescence polarization; stronger effect = lower value;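 active = inhibition past about -25% in most replicates, and total fluorescence under double the plate's negative control median, limit read from the data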;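 also: 0% = DMSO and -100% = 5 µM competing unlabeled TCR2 RNA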
Target sequence (Q9XUB2 whole entry, looked up): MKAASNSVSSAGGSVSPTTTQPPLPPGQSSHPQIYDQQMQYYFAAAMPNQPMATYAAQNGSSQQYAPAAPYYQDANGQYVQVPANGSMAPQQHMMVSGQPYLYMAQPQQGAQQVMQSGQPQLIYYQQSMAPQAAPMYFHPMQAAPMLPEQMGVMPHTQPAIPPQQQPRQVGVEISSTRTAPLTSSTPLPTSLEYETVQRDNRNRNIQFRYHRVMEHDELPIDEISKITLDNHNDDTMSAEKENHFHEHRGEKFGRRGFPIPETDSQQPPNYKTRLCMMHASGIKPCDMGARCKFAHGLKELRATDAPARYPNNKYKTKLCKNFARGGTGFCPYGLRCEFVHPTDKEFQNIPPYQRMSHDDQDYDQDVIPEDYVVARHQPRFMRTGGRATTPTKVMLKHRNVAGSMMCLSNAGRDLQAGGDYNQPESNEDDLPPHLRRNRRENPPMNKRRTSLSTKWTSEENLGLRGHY
Efflux pump mplx – blocks antifungal efflux pumps in multiplex yeast assay. S. cerevisiae Candida pump triplex, Nile Red efflux. inhibition, % at 10 µM. actives 0.44% (n = 330,000). AID 485275;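 active = plate passing quality check with inhibition over a set limit, or well fluorescence over plate mean plus 4 SD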;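 also: Nile Red retained in pooled yeast measured as flow cytometry median fluorescence; 0% = buffer negative control and 100% = Enniatin B positive control; higher means more Nile Red kept so more efflux inhibition; some compounds called inactive have numbers as strong as hits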
VLA-4 inh – inhibition in a human VLA-4 binding assay. actives 0.2% (n = 330,000). VLA-4 expressing cells, ligand binding flow cytometry. inhibition, % (about 7 µM as worked out from the volumes in the protocol). AID 2557; in the data active = inhibition above about 50%
GLD-1 RNA inh – GLD-1-TGE RNA interaction inhibition (C. elegans) | Q17339 | actives 0.44% (n = 320,000) | inhibition, % at 5.96 µM | purified GLD-1 + fluorescein TGE RNA, fluorescence polarization;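 active = percent inhibition above a per-plate cutoff, the plate mean of test compounds plus 3 SD, cut at about 30% in these data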;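 also: 0% = DMSO wells with GLD-1 and probe and 100% = wells lacking GLD-1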
* marks the source's active call; other numbers are inactive results; / = no result given. This is a subset; the hit share may differ from the screen's.

Values in the order – PME-1 inh, Fam108B counter, MCL1 BIM primary, BCLXL inh, GRK2 inh, MEX-5 binding, Efflux pump mplx, VLA-4 inh, GLD-1 RNA inh
1. CCOc1cc(C)c(S(=O)(=O)NC2CCCCC2)cc1C
 : -4.5, -1.7, 5.5, 3.5, 2.0, 1.0, 0.1, 4.6, -0.9
2. COc1cccc(C(=O)NCC2(c3ccc(OC)c(OC)c3)CCCC2)c1
 : -2.5, 4.7, 4.9, 2.0, 1.0, -1.9, 0.3, 3.6, 8.7
3. COCCN1Cc2cc3cc(C)ccc3nc2SC1=Nc1cccc(OC)c1
 : -3.2, -1.6, 8.1, 7.9, 3.0, 0.1, -0.1, 1.0, 8.9
4. O=C1NC(=Nc2ccccc2Cl)SC1(CO)CO
 : /, /, /, /, 0.0, 3.0, 0.1, -3.3, /
5. O=C(NN1C(=O)c2ccccc2NC1c1ccccc1OCc1ccccc1)c1ccncc1 (stereo not given)
 : 1.5, 1.4, -3.9, 6.4, 0.0, -0.5, 0.0, 7.0, -3.6
6. Nc1nc(Sc2ccc(C(F)(F)F)cc2[N+](=O)[O-])n[nH]1
 : -8.8, 8.4, -2.1, -6.2, 0.0, -4.7, 0.1, -21.2, -1.0
7. CCC(C)c1ccc(-c2cc(C(=O)OCC(=O)Nc3cc(C)on3)c3ccccc3n2)cc1 (stereo not given)
 : -10.5, -0.3, 1.4, -0.4, 3.0, -0.8, -0.1, -4.0, 3.7
8. CCC(=O)N1CCCc2cc(S(=O)(=O)NCc3cccs3)ccc21
 : -0.9, 1.0, -4.6, -2.4, 0.0, 1.5, 0.0, -1.7, -5.2
9. CN(C)CCNC(=O)C(C(=O)c1ccccc1)n1ccccc1=O (stereo not given)
 : -7.8, -0.3, -4.1, 6.3, 0.0, 0.7, 0.0, -10.6, 4.3
10. Cc1ccc(-c2nc3ccccc3c(=O)n2CCCN2CCOCC2)cc1
 : -3.7, 0.1, 2.7, 1.0, 0.0, -1.3, 0.0, 29.4, -9.6
11. CCOc1ccccc1N1CCN(C(=O)c2csc(C)c2CC)CC1
 : 1.5, 0.2, 2.5, 2.2, 1.0, 0.7, -0.1, 9.4, -2.3
12. O=C(O)c1ccc(S(=O)(=O)NC2CCCCCC2)cc1
 : 5.0, 1.0, 3.8, 2.3, 10.0, -0.8, 0.3, 13.0, 0.9
13. CCN(C(=O)CSc1nnc(-c2ccco2)n1C)c1c(N)n(Cc2ccccc2)c(=O)[nH]c1=O
 : 4.3, /, -4.7, -3.0, 0.0, /, 0.0, 2.6, 4.6
14. Cc1ccc(NC(=O)CN(C)C(=O)CNC(=O)c2ccc3c(c2)OCO3)cc1
 : 3.0, -0.8, -5.2, 0.4, 0.0, -2.3, -0.1, 7.8, 6.2
15. O=C(CSc1n[nH]c(-c2ccncc2)n1)Nc1ccc(Br)cc1
 : -0.7, -0.4, 5.4, 6.0, 5.0, -4.0, -0.5, -9.6, -5.3
16. Cc1ccc(-n2nc(C)c(=O)c(-c3ccccc3)c2NC(=O)C(C)C)cc1
 : -1.4, -0.5, -2.5, -1.6, 1.0, 0.1, -0.1, 4.7, 3.1
17. COc1ccc(C(=O)COC(=O)C2CCC(=O)N2)cc1 (stereo not given)
 : 0.4, -0.8, 4.0, 4.3, 0.0, -2.9, 0.0, -4.6, 0.4
18. Cc1cc(NC(=O)CSc2nc3cc(Cl)ccc3c(=O)n2Cc2ccco2)no1
 : 2.9, -7.9, 4.7, 2.8, 0.0, -1.0, -0.1, 7.0, -5.5
19. O=C(NCCC1=CCCCC1)C(=O)c1c[nH]c2ccccc12
 : -4.7, 6.0, -1.0, 2.1, 4.0, 1.1, -0.2, 11.4, -0.4
20. COc1sc(SC)cc1/C=N/NC(=O)c1ccncc1
 : -2.5, -4.7, 4.5, 12.7, 3.0, -1.9, 0.0, -0.6, 7.4
21. Cc1ncc(CC(=O)n2cc(C(=O)c3cc(F)ccc3O)cn2)s1
 : -4.5, -1.6, 1.8, -1.1, 0.0, 1.8, -0.1, 3.3, 5.5
22. Fc1cccc(CN2CCN(c3ncccn3)CC2)c1
 : -2.2, -3.0, -4.2, 1.0, 0.0, /, 0.0, 15.3, -1.5
23. NC(=O)c1ccccc1O
 : -4.5, -2.5, 0.0, -1.5, 0.0, 2.0, 0.0, 16.0, 2.8
24. N#Cc1c(Cl)nsc1NN
 : 20.8, 1.9, -0.2, -1.8, 1.0, -0.8, 0.3, -17.8, 9.7
25. CC(Sc1ccc(Br)cc1)C(N)=O (stereo not given)
 : -3.7, 4.0, 9.8, 6.8, 0.0, -0.4, -0.1, 9.0, 0.1
26. COc1cccc(CN(C)c2nc(-c3cccs3)nc3ccccc23)c1
 : -13.0, -4.8, 1.7, -0.4, 0.0, 2.6, 0.1, 6.2, -4.0
27. CCOc1ccccc1N1CC(C(=O)N(Cc2nnc(-c3ccccc3Cl)o2)C2CC2)CC1=O (stereo not given)
 : 8.6, 0.0, -6.3, -2.6, 0.0, 0.6, 0.1, 18.3, 0.4
28. C[C@H](NC(=O)C1CC(=O)N(c2ccc3c(c2)OCCO3)C1)C(=O)N1CCC(C(=O)O)CC1 (stereo not given in full)
 : 2.8, 1.9, -1.7, 3.3, 3.0, -0.6, 0.0, 6.8, -8.3
29. COc1ccc(OC)c(S(=O)(=O)Nc2c(C)nn(C)c2C)c1
 : 6.0, /, 10.9, 7.7, 4.0, /, 0.0, 11.2, 1.3
30. NC(=O)CSc1nnc(-c2cnccn2)n1Cc1ccco1
 : -5.2, 0.8, -4.2, -0.1, 1.0, 0.9, 0.0, 3.4, 6.0
31. Cc1c(S(=O)(=O)N2CCN(c3cccc(C(F)(F)F)c3)CC2)c(=O)n(C)c(=O)n1C
 : -1.6, 1.0, 2.1, 0.7, 0.0, 0.1, 0.0, 17.4, -3.0
32. COC(=O)c1ccc(COc2ccc(Cl)cc2)o1
 : -5.2, 1.2, 1.0, 4.8, 0.0, 1.6, 0.0, -4.0, 6.7
33. Cc1nc2ccccc2cc1OCc1ccccc1
 : -6.3, 0.6, -0.2, 0.0, 1.0, 0.0, 0.0, 5.2, 4.1
34. O=C(c1cccs1)N1CCN=C1SCc1ccc(F)cc1
 : 2.2, 0.9, 3.2, 4.9, 0.0, -1.9, 0.3, 1.8, -2.0
35. COC(=O)c1sccc1NC(=O)Nc1cccc(Cl)c1Cl
 : -4.8, 1.9, 9.8, 5.4, 2.0, 0.8, 0.0, -10.9, 10.9
36. CCC(Cc1ccccc1)NC(=O)C1CCC(CNc2c(N3CCCC3)c(=O)c2=O)CC1 (stereo not given)
 : -4.7, -2.9, 6.5, 9.3, 0.0, 1.9, -0.2, 34.7, 3.6
37. CCCNC(=O)COC(=O)CCC(=O)c1cccs1
 : -2.1, -2.9, -3.4, -0.3, 0.0, -3.1, -0.3, 2.0, -2.9
38. CCCCn1c(N)c(N(CCOC)C(=O)COC(=O)COc2c(C)cccc2C)c(=O)[nH]c1=O
 : 2.9, -1.1, -8.8, -4.5, 0.0, -0.1, -0.1, 5.6, -0.7
39. C/C(=C1/SC(N2CCOCC2)=NC1=O)c1ccc(Br)cc1
 : -1.3, -4.4, 0.4, 2.2, 0.0, -3.5, 0.1, -31.9, -0.3
40. O=C(NN1C(=O)CSC1=S)C(=O)NN1C(=O)CSC1=S
 : -4.9, -0.4, 32.7, 8.4, 6.0, -5.6, -0.1, -4.8, -5.6
41. Cc1ccc2nc(SCC(=O)N3c4ccccc4CC3C)c(C)cc2c1 (stereo not given)
 : -0.5, -5.2, 3.4, -3.3, 1.0, -0.6, 112.2*, 1.8, -8.2
42. COc1ccc(OC)c(NC(=O)N[C@H](Cc2ccccc2)C(=O)NN)c1
 : -2.7, -4.2, 8.9, -1.7, 3.0, 2.7, 0.1, 3.5, 6.5
43. CC(NC(=O)c1ccco1)C(=O)NC(C)c1cc(F)c(Cl)cc1Cl (stereo not given)
 : 2.6, 0.0, 7.2, 7.5, 1.0, 1.6, -0.1, -3.5, -1.7
44. CC(C)N(Cc1nc(-c2ccccc2)no1)C(=O)C(C)(C)C
 : -4.0, -2.4, 7.9, 9.2, 5.0, -0.5, -0.1, 12.3, 3.9
45. COc1ccc(C(=O)COC(=O)CNC(=O)c2ccc(Cl)cc2Cl)c(OC)c1
 : -2.2, 0.8, -5.5, -0.3, 2.0, 1.0, 0.0, 10.1, 3.2
46. CCCN1C(=O)C(NC(C)=O)c2ccccc21 (stereo not given)
 : -2.0, 1.8, 8.2, 3.5, 2.0, -2.4, 0.0, 2.7, 1.9
47. Cc1ccc(C2N(c3ccccc3)C(=O)N3CCCN23)cc1 (stereo not given)
 : -5.0, -3.0, 0.9, 3.1, 4.0, -0.9, -0.3, -11.4, -2.6
48. COc1cc(CNc2ccc(O)cc2)cc(Br)c1OCc1ccccc1F
 : 41.6*, 9.0, 20.8, 22.5, 3.0, -0.4, 0.1, /, 18.4
49. NS(=O)(=O)c1ccc(CCNC(=O)C2CCC(CNS(=O)(=O)c3ccc(Br)s3)CC2)cc1 (stereo not given)
 : -2.2, 1.8, 3.2, 3.7, 3.0, 0.8, 0.2, -7.4, 2.5
50. COc1cccc(NC(=O)c2ccccc2-c2ccccc2)c1
 : 0.2, 0.0, 1.6, 8.5, 1.0, 2.4, -0.1, -2.2, 3.6
51. CCN(C(=O)COC(=O)c1cc(NS(=O)(=O)c2ccc(Cl)c([N+](=O)[O-])c2)ccc1O)C1CCCCC1
 : 1.7, 1.4, -1.3, -2.8, 1.0, 1.5, 0.2, 7.2, 3.4
52. O=C(c1cccnc1)n1nc(NCc2ccccc2)nc1NCc1ccccc1
 : 1.3, 4.2, 3.9, 3.4, 1.0, -3.1, 0.2, 4.6, 7.6
53. C=CCOc1c(Cl)cc(/C=N/O)cc1OC
 : -8.6, 4.4, 3.1, 6.1, 1.0, 0.1, 0.0, 7.1, 2.2
54. CC1=C(C(=O)Nc2ccccc2F)C(c2ccsc2)C2=C(CC(C)(C)CC2=O)N1 (stereo not given)
 : 1.0, 2.6, 3.7, 5.8, 0.0, -0.5, -0.1, 2.9, 4.2
55. CC(N=C1NS(=O)(=O)c2ccccc21)C(=O)NCc1ccc2c(c1)OCO2 (stereo not given)
 : -7.8, -1.9, 3.8, 2.9, 4.0, -2.7, 0.0, 8.1, -0.9
56. O=C(NCc1ccc(Cl)cc1)c1cc(-c2cccs2)on1
 : -3.8, -5.0, -0.7, -2.6, 1.0, 2.3, 0.3, -6.3, -0.7
57. Cc1cc(C)nc(N2CCCC(C(=O)Nc3cc(F)ccc3C)C2)n1 (stereo not given)
 : 3.4, -1.1, -7.0, -1.9, 0.0, 0.3, 0.1, 4.0, 2.4
58. CC(C)OP(=O)(c1ccc(N(C)C)cc1)C(O)c1cccnc1 (stereo not given)
 : 4.1, 1.2, -5.3, 4.6, 6.0, 0.1, 0.2, 3.8, -0.9

Bioassay records deposited in PubChem BioAssay by several laboratories.
